TRPC4 act = activators of mouse TRPC4 channel | Q9QUQ5 | HEK293 TRPC4beta/mu-opioid, Fluo4 calcium fluorescence; hits give high values | B-score at 10 µM | 310,000 compounds, 0.49% hits;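 active = B-score above 5 SD of library B-scores, and initial fluorescence ratio not above library mean plus 5 SD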;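 also: positive B-score marks a calcium rise read as TRPC4 activation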
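Material: HEK293 stable line with TRPC4beta plus mu-opioid receptor; technique: Fluo4 calcium-sensitive dye fluorescence, kinetic, 1 Hz baseline; timing: Fluo4 dye loading 45 min at room temperature, 110 s recording; controls: assay buffer as low control, maximal DAMGO as high control; read-out: integrated baseline-normalised fluorescence ratio, converted to per-well B score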
ANO1 block = mouse TMEM16A channel inhibition, primary screen. HEK293 TMEM16A/YFP iodide influx fluorescence, ionomycin. normalized B-score (activity score, 25-100; higher = stronger inhibition) at 10 µM. 310,000 compounds, 1.2% hits. AID 588511;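 active = ratio plate-corrected score three or more library SD toward inhibition, starting fluorescence score within five deviations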;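 also: score derived from kinetic fluorescence span divided by baseline fluorescence per well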
TRPC6 inh = blocks the mouse TRPC6 cation channel. Q61143. HEK293-TRPC6, membrane potential dye, ACh-evoked depolarization; hits give low values. B-score at 10 µM. 310,000 compounds, 1.1% hits. AID 2553;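 active = B-score under library mean minus 3 SD, initial fluorescence not abnormally high, positive integrated signal ratio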;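 also: B-score derived from integrated fluorescence ratio over the kinetic read; more negative B-score means stronger inhibition of depolarization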
Target sequence (Q61143 whole entry, looked up): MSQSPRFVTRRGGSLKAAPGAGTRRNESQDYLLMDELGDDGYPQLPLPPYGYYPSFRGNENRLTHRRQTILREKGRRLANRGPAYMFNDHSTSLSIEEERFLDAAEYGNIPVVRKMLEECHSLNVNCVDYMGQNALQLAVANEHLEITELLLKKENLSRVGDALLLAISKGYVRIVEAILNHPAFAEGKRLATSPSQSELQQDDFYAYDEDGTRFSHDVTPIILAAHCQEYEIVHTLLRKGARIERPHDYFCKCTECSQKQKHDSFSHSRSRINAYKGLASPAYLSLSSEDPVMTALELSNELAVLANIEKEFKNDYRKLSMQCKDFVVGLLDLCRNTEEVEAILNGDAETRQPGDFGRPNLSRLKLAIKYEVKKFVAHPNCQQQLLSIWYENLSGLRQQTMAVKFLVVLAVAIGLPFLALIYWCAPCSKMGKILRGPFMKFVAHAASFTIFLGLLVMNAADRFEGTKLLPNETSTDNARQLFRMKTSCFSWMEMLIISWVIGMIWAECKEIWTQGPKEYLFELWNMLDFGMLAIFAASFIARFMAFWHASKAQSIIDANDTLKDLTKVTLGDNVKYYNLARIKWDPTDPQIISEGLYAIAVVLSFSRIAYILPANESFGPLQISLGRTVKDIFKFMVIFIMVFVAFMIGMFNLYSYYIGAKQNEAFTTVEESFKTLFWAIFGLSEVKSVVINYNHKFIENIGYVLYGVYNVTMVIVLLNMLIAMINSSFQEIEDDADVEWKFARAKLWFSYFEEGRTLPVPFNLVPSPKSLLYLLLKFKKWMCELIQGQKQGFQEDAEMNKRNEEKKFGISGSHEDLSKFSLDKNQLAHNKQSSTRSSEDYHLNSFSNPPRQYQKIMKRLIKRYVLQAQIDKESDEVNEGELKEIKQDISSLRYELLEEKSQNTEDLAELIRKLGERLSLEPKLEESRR
MrgX1 ag = activates human MrgX1 receptor signaling. B-score at 10 µM. Q96LB2. 310,000 compounds, 0.44% hits. MrgX1-HEK293 cells, Fluo-4 calcium fluorescence, agonist mode; hits give high values;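 active = calcium response B-score plate-corrected fluorescence ratio at least 3 library SD, with starting fluorescence B-score inside 5 SD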
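times = overnight plating, then 30 min 37 °C plus 30 min room-temperature dye loading | assay system = stable human MrgX1 HEK293 cell line | input = fifteen thousand cells per well | signal = kinetic calcium dye fluorescence, Fluo-4 NW | dosing = compound delivered in addition one of three | read-out = B-scored fluorescence response ratio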
TMEM16A act = activators or potentiators of mouse TMEM16A chloride channel. Q8BHY3. HEK293 TMEM16A/YFP-H148Q/I152L, iodide quench fluorescence; hits give low values. B-score at 10 µM. 340,000 compounds, 0.3% hits;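 active = fluorescence-ratio B-score plate-corrected deviation score at least 3 library SD below zero, with starting fluorescence score within 5 deviations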;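 also: channel opened by trigger with iodide after compound preincubation; score built on the fluorescence ratio of max minus min over baseline; more negative score means more quench and so TMEM16A activation or potentiation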
TRPC4 inh = TRPC4 (mouse) channel inhibition. Q9QUQ5. HEK293 TRPC4beta/mu-opioid, DAMGO-evoked Fluo4 calcium flux; hits give low values. B-score at 10 µM. 300,000 compounds, 0.39% hits. AID 2247;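 active = B-score over 3 SD under the library average, no early fluorescence shift, positive overall ratio signal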
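Assay system: HEK293 cells with stable TRPC4beta plus mu-opioid receptor expression. Dosing: single dose. Measured by: Fluo4 Ca2+ flux fluorescence. Also added: DAMGO in two steps, submaximal then maximal. Read-out: B score from integrated Fluo4 fluorescence ratio.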
TRPC4 potent = allosteric potentiators of mouse TRPC4 channel | AID 2227 | 310,000 compounds, 0.42% hits | B-score at 10 µM | HEK293 TRPC4beta/mu-opioid, DAMGO EC20, Fluo-4 Ca2+ flux; hits give high values | Q9QUQ5;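 active = B-score of calcium response area above 5 SD of library B-scores, with initial fluorescence ratio within 5 SD of library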;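 also: B-score of integrated fluorescence ratio over time as area under calcium response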
MrgX1 antagonist = human MrgX1 receptor antagonism, primary screen | Q96LB2 | MRGX1-HEK293 calcium flux, Fluo-4, BAM8-22 antagonism; hits give low values | B-score at 10 µM | 310,000 compounds, 1.3% hits;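 active = calcium-response B-score plate-corrected more than 3 library SD below zero, starting fluorescence within 5 deviations, no agonist response on first addition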;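 also: peak minus trough fluorescence over baseline after final BAM8-22 challenge near maximal dose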
TRPC6 activator = mouse TRPC6 channel activation. Q61143. HEK293-TRPC6 membrane potential dye fluorescence; hits give high values. B-score at 10 µM. 310,000 compounds, 0.13% hits;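 active = B-score of the integrated fluorescence ratio above library mean plus 3 SD, and starting fluorescence ratio within library mean plus 5 SD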;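 also: higher score means more depolarization so channel activation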
RGS4 inh = human RGS4 inhibition | P49798 | HEK293 M3R/RGS4 inducible, Fluo-4 calcium flux; hits give high values; triggered by carbachol at its EC20 | B-score at 10 µM | 310,000 compounds, 0.45% hits;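 active = B-score, a plate-corrected calcium signal, over three deviations above library mean, with baseline fluorescence within five deviations of library mean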;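 also: RGS4 expression induced by doxycycline in cells with stable M3 receptor; B-score is computed from the integrated fluorescence ratio over baseline after carbachol; higher B-score means a larger calcium signal and so more RGS4 inhibition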
MrgX1 PAM = allosterically activates human MrgX1 receptor signaling; Q96LB2; B-score at 10 µM; MrgX1-HEK293, Fluo-4 calcium flux, FDSS; hits give high values; 310,000 compounds, 0.63% hits;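 active = plate-corrected calcium response at least 3 library SD above typical, normal starting fluorescence, not activating the receptor alone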;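 also: compound read alongside a low EC10 to EC30 dose of BAM8-22 agonist; peak minus trough fluorescence over baseline measured at the second addition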
* = called active by the depositor; i = inactive; . = no result given.

cpd	molecule	TRPC4 act	ANO1 block	TRPC6 inh	MrgX1 ag	TMEM16A act	TRPC4 inh	TRPC4 potent	MrgX1 antagonist	TRPC6 activator	RGS4 inh	MrgX1 PAM
1	Cc1c(Cl)ccc2sc(N3CCN(C(=O)C4=COCCO4)CC3)nc12	i	25*	i	i	i	i	i	i	i	i	i
2	N#CC1=C(N)Oc2cc(O)ccc2C1c1cccs1 (configuration not stated)	i	i	i	28.5*	i	i	i	i	i	i	i
3	CC1CCN(S(=O)(=O)c2ccc(NC(=O)CCN3C(=O)c4ccccc4C3=O)cc2)CC1	i	i	i	i	i	i	i	i	i	i	i
4	COc1ccc(C(=O)NCCn2nc(C)cc2C)cc1OC1CCN(C(C)=O)CC1	i	i	i	i	i	i	i	i	i	i	i
5	COc1ccccc1NC(=S)NC(=O)c1c(-c2ccccc2Cl)noc1C	i	i	i	i	i	i	i	i	i	i	i
6	Cc1ccc(C2Nc3ccc4ccccc4c3C3=C2C(=O)CC(C)(C)C3)o1 (configuration not stated)	i	i	i	i	i	i	i	i	i	i	i
7	Nc1nc2n(c1C(=O)c1ccccc1)CCC2	i	i	i	i	i	i	i	i	i	i	i
8	COc1ccc(CCNC(=O)CSc2nc(O)c(C(C)C)c(=O)[nH]2)cc1OC	i	i	i	i	i	i	i	i	i	i	i
9	Cc1ccc(C(=O)NC(=S)NNS(=O)(=O)c2ccccc2)cc1	i	i	i	i	i	i	i	i	i	i	i
10	Cc1cc(NS(=O)(=O)c2ccc(NC(=O)COc3c(C)cc(Br)cc3C)cc2)no1	i	i	i	i	i	i	i	i	i	i	i
11	Cc1ccc(/C(O)=C2\C(=O)C(=O)N(C)C2c2ccc([N+](=O)[O-])cc2)cc1 (configuration not stated)	i	i	i	i	i	i	i	i	i	i	i
12	COc1ccc(-c2[nH]ncc2/C=N\NC(=O)c2cccs2)cc1OC	i	i	i	i	i	i	i	i	i	i	i
13	CCc1ccccc1OCCCOc1ccc(OC)cc1	i	i	i	i	i	i	i	i	i	i	i
14	O=C(NCc1ccccc1C(F)(F)F)C1CCC(=O)N(CCCc2ccccc2)C1 (configuration not stated)	i	i	i	i	i	i	i	i	i	i	i
15	CCCCCCCc1nc2sc3c(c2c(=O)n1N)CC(C)(C)OC3	i	i	i	i	i	i	i	i	i	i	i
16	CC(C)NC(=O)CN1C(=O)c2ccccc2S1(=O)=O	i	i	i	i	i	i	i	i	i	i	i
17	O=C(Cc1ccccc1)NNC1CC(=O)N(c2ccc(Br)cc2)C1=O (configuration not stated)	i	i	i	i	i	i	i	i	i	i	i
18	Cc1ccc2cc(NC(=O)c3ccccc3)ccc2n1	i	i	i	i	i	i	i	i	i	i	i
19	Cn1nc(-c2ccc(Cl)cc2)cc1NC(=O)Nc1ccccc1	i	i	i	i	i	i	i	i	i	i	i
20	CCOC(=O)c1c(NC(=O)Cn2cnc3sc(C)c(-c4ccccc4)c3c2=O)sc(C)c1C	i	i	i	i	i	i	i	i	i	i	i
21	COc1ccc(-n2cnnc2SCc2csc(-c3ccccc3)n2)cc1	i	i	-5.24*	i	i	i	i	i	i	i	i
22	CN1CCC(OC(=O)c2ccc(Br)cc2)CC1	i	i	i	i	i	i	i	i	i	i	i
23	CN1CCC(Oc2ccc(Sc3ccccc3)cc2)CC1	i	i	i	i	i	i	i	i	i	i	i
24	O=c1[nH]c(/C(Cl)=C/c2cccc(F)c2)nc2cc(C(F)(F)F)ccc12	i	i	i	i	i	i	i	i	i	i	i
25	Clc1ccccc1CNc1nc2ccccc2n2cnnc12	i	i	i	i	i	i	i	i	i	i	i
26	C=CCCN([C@@H](C)C(=O)OC)S(=O)(=O)c1ccccc1Br	i	i	i	i	i	i	i	i	i	i	i
27	C[C@@H](C(O)c1ccccc1)N(C)C(=O)CCc1ccccc1 (some centres not stated)	i	i	i	i	i	i	i	i	i	i	i
28	CCOC(=O)C1(CCCc2ccccc2)CCN(C(=O)COC)CC1	i	i	i	i	i	i	i	i	i	i	i
29	COc1ccccc1NC(=O)CCN1CC(C)OC(C)C1 (configuration not stated)	i	i	i	i	i	i	i	i	i	i	i
30	O=C(Nc1nc(COc2ccccc2)cs1)C12CC3CC(CC(C3)C1)C2	i	i	i	i	i	i	i	i	i	i	i
31	Cc1ccc(S(=O)(=O)/N=C(\Sc2ccccc2)c2ccccc2)cc1	i	i	i	i	i	i	i	i	i	21.6*	i
32	CCOC(=O)Nc1ccc2c(c1)N(C(=O)N(CC)CC)c1ccccc1CC2	i	i	i	38.4*	i	i	i	i	i	i	i
33	Cc1ccccc1C(=O)N=c1ccn(-c2nc3ccccc3nc2NS(=O)(=O)c2ccc(F)cc2)cc1	i	i	i	i	i	i	i	i	i	i	i
34	O=C(CSc1ncn(-c2ccccc2)n1)Nc1nc(-c2ccccc2)cs1	i	i	i	i	i	i	i	i	i	i	i
35	Cc1ccc(C(=O)Nc2cccc(NC(=O)c3ccc(C)cc3)n2)cc1	i	i	i	i	i	i	i	i	i	i	i
36	Cc1ccc(S(=O)(=O)N(C)CC(=O)Nc2ccc3c(c2)OCO3)cc1	i	i	i	i	i	i	i	i	i	i	i
37	COc1cc(/C=N\NC(=O)c2ccc(Cl)cc2)ccc1Oc1ccc([N+](=O)[O-])cn1	i	i	i	i	i	i	i	i	i	i	i
38	CCOC(=O)Cn1nnnc1CN(Cc1cccs1)Cc1cc2cc(C)ccc2[nH]c1=O	i	i	i	i	i	i	i	i	i	i	i
39	CC1(C)CC(=O)C2=C(C1)NC(=O)NC2c1ccc(Cl)cc1 (configuration not stated)	i	i	i	i	i	i	i	i	i	i	i
40	CC(C)COC(=O)NCCCOC(=O)Nc1ccccc1	i	i	i	i	i	i	i	i	i	i	i
41	O=C(CSc1nc(CCC2CCCC2)nc2ccccc12)NCc1ccc2c(c1)OCO2	i	i	i	i	i	i	i	i	i	i	i
42	COCCCn1c(CCC(=O)O)ccc1-c1cccs1	i	i	i	i	i	i	i	i	i	i	i
43	O[C@@H]1CN(Cc2ccc(-n3cccn3)cc2)CC[C@H]1N1CCN(c2ccccc2F)CC1	i	i	i	i	i	i	i	i	i	i	i
44	COc1ccc(S(=O)(=O)N(C)CC(=O)N2CCC(C)CC2)cc1Cl	i	i	i	i	i	i	i	i	i	i	i
45	COc1ccc(CSCCN)cc1Cl	103*	i	i	i	i	i	i	i	i	i	i
46	COc1ccc(OC)c(C(=O)CSc2nnc(-c3cccs3)o2)c1	i	i	i	i	i	i	i	i	i	i	i
47	CC(C)(C)N1CC(C(=O)Nc2cccc(Cl)c2Cl)CC1=O (configuration not stated)	i	i	i	i	i	i	i	i	i	i	i
48	CC(C)Oc1ccc(/C(O)=C2/C(=O)C(=O)N(Cc3cccnc3)C2c2ccco2)cc1 (configuration not stated)	i	i	i	i	i	i	i	i	i	i	i
49	O=C(CCNC(=O)c1ccc(Br)cc1)Nc1ccccc1N1CCCCC1	i	i	i	i	i	-6*	i	i	i	i	i
50	C=CCn1c(NCc2ccc(OC)cc2O)nc2ccccc21	i	i	i	i	i	i	i	i	i	i	i
51	CCC(=O)Nc1cc2nn(-c3ccccc3)nc2cc1Cl	i	i	i	i	i	i	i	i	i	i	i
52	Cc1c(C(=O)Nc2cccc(Cl)c2)c2ccccn2c1CCc1ccncc1	i	.	i	.	i	i	i	.	i	i	.
53	CCOC(=O)C1=C(CC)Nc2ccccc2N=C1NC(=O)c1cccc(S(=O)(=O)N2CCCC2)c1	i	i	i	i	i	i	i	i	i	i	i
54	CCCCOc1ccc(NC(=O)CN2CCN(Cc3ccccc3)CC2)cc1	i	i	i	i	i	i	i	i	i	i	i
55	C=CCn1c(SCC(=O)N(C)C)nc2cc(C(=O)O)ccc2c1=O	i	i	i	i	i	i	i	i	i	i	i
56	CCn1c2ccccc2c2cc(NC(=O)C(=O)NCC3CCCO3)ccc21 (configuration not stated)	i	i	i	i	i	i	i	i	i	i	i

(next part)
cpd	molecule	TRPC4 act	ANO1 block	TRPC6 inh	MrgX1 ag	TMEM16A act	TRPC4 inh	TRPC4 potent	MrgX1 antagonist	TRPC6 activator	RGS4 inh	MrgX1 PAM
57	Cc1ccc(-n2nnnc2SCC(=O)N2CCCCC2)cc1	i	i	i	i	i	i	i	i	i	i	i
58	COc1ccc(C(=O)CC(=O)c2ccc(OC)cc2)cc1	i	i	i	i	i	i	i	i	i	i	i
59	O=C(NCc1ccccc1)[C@@H]1CSC2c3ccccc3C(=O)N21 (some centres not stated)	i	i	i	i	i	i	i	i	i	i	i
60	CCOC(=O)c1ccc(COC(=O)CCc2nc(-c3ccccc3)c(-c3ccccc3)o2)cc1	i	i	i	i	i	i	i	i	i	i	i
61	Cn1c(=O)c2c(nc(CN3CCN(c4ccccc4)CC3)n2Cc2c(F)cccc2Cl)n(C)c1=O	i	i	i	i	i	i	i	i	i	i	i
62	CCOC(=O)CCCNC(=O)COC(=O)/C=C/c1ccc2c(c1)OCO2	i	i	i	i	i	i	i	i	i	i	i
63	CCN(CC)CCC(=O)c1ccc(F)cc1	i	i	i	i	i	i	i	i	i	i	i
64	O=C(C1CCCCC1)N(Cc1nc2sc3c(c2c(=O)[nH]1)CCCC3)Cc1cccs1	i	i	i	i	i	i	i	i	i	i	i
65	COc1ccc(OC)c(-c2csc(NC(=O)c3ccc(F)cc3)n2)c1	i	i	i	i	i	i	i	i	i	i	i
66	O=C(C1CC(=O)N(C2CCCCC2)C1)N1CCc2ccccc21 (configuration not stated)	i	i	i	i	i	i	i	i	i	i	i
67	CCCN1Cc2cccc(C(=O)Nc3cc(OC)cc(OC)c3)c2C1=O	i	i	i	i	i	i	i	i	i	i	i
68	CCc1ccc(CN(C)C(=O)CCc2nc3ccccc3n(-c3ccc(OC)cc3)c2=O)cc1	i	100*	i	i	i	i	i	i	i	i	i
69	C=CCn1c(Cc2cccs2)nnc1SCC(=O)Nc1ccc(OC)cc1	i	i	i	i	i	i	i	i	i	i	i
